Screening results (PubChem)
IDH1 R132H inh: blocks human mutant IDH1 R132H enzyme | O75874 | IDH1-R132H enzyme, NADPH consumption, diaphorase/resazurin fluorescence | Potency, µM (doses to about 76.6 µM), inactives show top-dose activity change, negative = inhibition, usual class: inhibitors | hit rate 0.093% among 390,000 | AID 602179; further: potency means the concentration at half of the fitted maximal effect; on the % scale 0 is the no-effect control and ±100 the full control effect; nearly all actives have a fitted effect of over 65% in size
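IDH1-R132H (0.5 ug/mL dispensed) in pH 7.5 Tris buffer was preincubated 30 min with compound, then given a substrate mix of 0.016 mM NADPH and 2 mM alpha-KG for 80 min at room temperature; remaining NADPH was read by diaphorase/resazurin fluorescence.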
USP1-UAF1 inh: USP1/UAF1 (human) deubiquitinase inhibition. O94782. recombinant USP1/UAF1, Ub-Rhodamine cleavage fluorescence. Potency, µM (titrated, usually from 57.1 µM), for the others: top-dose activity change, negative = inhibition, actives largely listed as inhibitors. hit rate 0.23% among 390,000. AID 743255; further: potency means the concentration at half of the fitted maximal effect; on the % scale 0 is the no-effect control and ±100 the full control effect; nearly all actives have a fitted effect of over 60% in size; inactives centre near -12
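In this screen, compounds sit with the deubiquitinase complex (1nM) for 15 min at room temperature before Ub-Rho is added at 150nM final. Fluorescence rise is then followed for 6 reads every 60 seconds.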
D2 antag: D2 dopamine receptor (human) antagonism; P14416; HEK293 TREx D2 cells, calcium flux, dopamine EC80; hit rate 2% among 340,000; AID 485344; inhibition, % at 10 µM; in the data active means inhibition above about 30%; further: 0% is about no effect
Target sequence (P14416 whole entry, looked up): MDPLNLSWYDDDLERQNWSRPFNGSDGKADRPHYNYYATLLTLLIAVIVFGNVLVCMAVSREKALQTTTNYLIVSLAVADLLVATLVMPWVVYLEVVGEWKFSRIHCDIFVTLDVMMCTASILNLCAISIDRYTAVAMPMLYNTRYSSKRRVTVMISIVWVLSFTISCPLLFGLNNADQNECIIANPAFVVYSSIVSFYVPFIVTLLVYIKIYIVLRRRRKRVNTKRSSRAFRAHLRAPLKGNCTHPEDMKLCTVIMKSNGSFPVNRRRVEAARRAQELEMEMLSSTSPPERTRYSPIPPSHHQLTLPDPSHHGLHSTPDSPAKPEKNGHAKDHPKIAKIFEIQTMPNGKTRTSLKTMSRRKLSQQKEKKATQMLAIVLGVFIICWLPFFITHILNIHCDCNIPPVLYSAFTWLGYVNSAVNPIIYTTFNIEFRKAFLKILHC
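Compounds are added to dye-loaded, induced HEK293 T-REx cells coupled to calcium release via D2; after a 3 min kinetic read an EC80 dopamine stimulus is given and fluorescence is recorded for 3 more min.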
TRHR enhancer: allosterically enhances the human TRH receptor; P34981; enhancement, % at 2 µM; TRHR cells, fluo-8 calcium fluorescence, EC20 TRH enhancement; AID 493056; hit rate 0.66% among 360,000; in the data active means enhancement above about 30%; further: 0% is about no effect
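Enhancer read-out: after compound pinning and an initial kinetic agonist-mode read, an EC20 of TRH (10 nM final) was injected and fluo-8 calcium signal (Ex 480/Em 530) followed at 1 s/cycle for 100 cycles in TRHR-expressing cells.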
TrxR1 inh: blocks rat thioredoxin reductase 1. O89049. Potency, µM (top dose mostly 114 µM), for the others: top-dose activity change, negative = inhibition, actives largely listed as inhibitors. recombinant rTrxR1, NADPH fluorescence consumption, selenite substrate. AID 588453. hit rate 1% among 390,000; further: potency means the concentration at half of the fitted maximal effect; on the % scale 0 is the no-effect control and ±100 the full control effect; nearly all actives have a fitted effect of over 65% in size
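Rat TrxR1 (90 nM in the dispensed reagent) was pre-reduced with 400 uM NADPH for 5 min at room temperature, then incubated with compound for 15 min. After 400 uM selenite was added, NADPH fluorescence (Ex 340/Em 450 nm) was followed for 8 min.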
PI4K2A inh: inhibitors of human PI4K2A. Q9BTU6. purified PI4K2A, ADP-Glo luminescence, 1 h; active compounds read low. activity change, negative = inhibition, % at 76.9 µM. hit rate 0.13% among 420,000. AID 1346378; in the data active means activity change below about -50%; inconclusive means mostly about -30% to -49%;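 further: -100% = wells without enzyme as full effect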
Target sequence (Q9BTU6 whole entry, looked up): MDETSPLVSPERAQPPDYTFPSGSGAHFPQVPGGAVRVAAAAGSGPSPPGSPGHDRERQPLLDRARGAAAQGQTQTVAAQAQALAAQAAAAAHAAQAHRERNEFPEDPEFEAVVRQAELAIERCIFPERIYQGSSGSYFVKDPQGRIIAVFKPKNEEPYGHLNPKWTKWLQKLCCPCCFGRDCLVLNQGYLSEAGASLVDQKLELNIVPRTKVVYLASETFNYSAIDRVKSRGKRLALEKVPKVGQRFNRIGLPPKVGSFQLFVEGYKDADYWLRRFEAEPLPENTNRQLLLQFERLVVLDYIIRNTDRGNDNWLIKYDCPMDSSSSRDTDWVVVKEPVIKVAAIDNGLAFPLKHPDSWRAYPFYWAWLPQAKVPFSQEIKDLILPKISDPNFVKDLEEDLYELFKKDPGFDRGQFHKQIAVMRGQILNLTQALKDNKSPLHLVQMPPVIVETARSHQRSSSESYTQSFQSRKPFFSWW
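In this quantitative HTS, ADP production by PI4K2A was quantified luminescently after 1 h at ambient temperature; 100 microM adenosine served as plate-quality control.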
TRHR agonist: agonists of human TRH receptor; P34981; TRHR cells, calcium flux fluo-8, FDSS agonist mode; activation, % at 2 µM; hit rate 0.18% among 360,000; in the data active means activation above about 30%; further: 0% is about no effect
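TRHR-expressing cells, plated overnight in medium with 10% serum, were loaded with fluo-8 calcium dye at room temperature. After a 10 s baseline, library compound was pin-added and calcium release was recorded kinetically (ex 480/em 530) as agonist response.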
TrxR1 substrate: rat thioredoxin reductase 1 substrate activity; purified TrxR1 substrate turnover, NADPH consumption readout; O89049; Potency, µM (top dose mostly 114 µM), without a hit: at the highest dose activity change, negative = substrate turnover; hit rate 0.01% among 390,000; further: potency means the concentration at half of the fitted maximal effect; on the % scale 0 is the no-effect control and ±100 the full control effect; nearly all actives have a fitted effect of over 50% in size
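Rat TrxR1, dispensed at 90 nM, was prereduced with 400 uM NADPH (final) for 5 min at ~22 deg C, then incubated with compound 15 min before 400 uM selenite. A first-read NADPH fluorescence drop versus no-compound background flagged substrates.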
D2 ag: agonists of human D2 dopamine receptor. P14416. HEK293 T-REx D2 cells, calcium flux agonist mode. hit rate 0.53% among 340,000. activation, % at 2 µM;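 active means activation over 3 SD above normal in the single-dose calcium agonist read, cut at about 30% in these data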; further: 0% is about no effect
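In this primary screen, compounds producing a positive calcium signal within 180 s of addition to tetracycline-induced, force-coupled HEK293 Trex D2 cells are flagged; cells are dye-loaded with a no-wash calcium kit beforehand.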
The depositor's hits bear a star; ? = inconclusive; . = no result given; [ ] = remark or other dose. Unless noted, the call rests on the fitted dose curve; in most records, active means well fitted inhibition curve with a large enough effect; inconclusive means small, poorly fitted or top-dose-only effect; inactive means no such curve, though single readings can be large or run the other way. An unsorted share of the library; 3.9% or so of the library scored in one or more.

SMILES	IDH1 R132H inh	USP1-UAF1 inh	D2 antag	TRHR enhancer	TrxR1 inh	PI4K2A inh	TRHR agonist	TrxR1 substrate	D2 ag
O=S(=O)(NCc1cccnc1)c1ccc(Cl)c(Cl)c1Cl	0%	2%	-8	-4	-17%	0	0.8	-9%	0.0
Cc1c(CCC(=O)N2CCC(C(=O)O)(c3ccccc3)CC2)c(=O)oc2cc3oc4c(c3cc12)CCCC4	-15%	10%	9	0	-2%	-7	0.4	14%	0.5
COCCCN(C(=O)c1ccc(-c2ccc(C(C)=O)cc2)o1)c1c(N)n(CC(C)C)c(=O)[nH]c1=O	0%	-6%	.	.	-25%	-2	.	18%	.
COCC(C)N=C1NN=C(c2cccs2)C(CC(=O)O)S1 (stereo unspecified)	15%	-18%	5	-3	-32%	-10	-0.2	-5%[57.1 µM]	-0.7
CCn1c(SCC(=O)Nc2nc3ccc(OC)cc3s2)nc2c1c(=O)n(C)c(=O)n2C	2%	7%	.	3	12%	-3	-0.4	7%	.
Cn1c(C(=O)OCC(=O)NCc2cccs2)cc2sccc21	7%	-7%	0	0	32%	-2	-0.2	15%	-1.1
CS(=O)(=O)c1ccccc1-c1nc(-c2ccc(C(F)(F)F)cc2)no1	8%	-16%	-4	0	34%[57.1 µM]	1	0.3	-4%	-0.4
Cc1ccc(N(CC(=O)O)S(C)(=O)=O)cc1	5%	5%	-8	1	16%[11.4 µM]	0	0.2	11%[57.1 µM]	1.4
CC(C)NC1=C(Cl)C(=O)c2ccccc2C1=O	-7%	?	.	-7	?	-5	-1.2	0%[57.1 µM]	.
c1cnc2c(Oc3ncnc4sccc34)cccc2c1	-2%	-4%	0	-2	9%[57.1 µM]	0	0.0	3%[57.1 µM]	-0.8
CC1(C(=O)NC2CCCC2)CCC(=O)N1Cc1ccc2c(c1)OCO2 (stereo unspecified)	-6%	-5%	-5	5	23%	0	0.1	5%	0.0
COc1cccc(OCC(=O)NN=C2c3ccccc3-c3ccccc32)c1	8%	-19%	.	.	19%	1	.	5%	.
Cn1cc(-c2ccno2)c(C(=O)O)n1	-6%	-19%	-2	-8	14%[57.1 µM]	2	0.2	3%[57.1 µM]	12
CC(=O)N1CCOc2ccc(S(=O)(=O)NCC3CCC(C(=O)Nc4ncccc4C)CC3)cc21 (stereo unspecified)	12%	-21%	11	-5	-16%	2	0.1	-9%	-0.2
CNC(=S)NC1CC2CCCC(C1)N2Cc1ccco1 (stereo unspecified)	0%	4%	-8	4	-8%	0	0.1	4%	-0.9
O=C(NNC(=O)c1cc(S(=O)(=O)N2CCOCC2)c(Cl)cc1Cl)c1ccccc1F	-7%	?	.	.	14%	5	.	-4%	.
CC1CCCN(c2c([N+](=O)[O-])cc(C(=O)O)cc2[N+](=O)[O-])C1 (stereo unspecified)	11%	-9%	3	4	7%	5	-0.5	-2%	-1.8
O=C(C(Cc1ccc(Cl)cc1)NS(=O)(=O)c1ccccc1)N1CC[C@@]2(O)CCCC[C@H]2C1 (stereo partly specified)	-1%	-5%	4	0	-11%	1	0.3	-6%	0.7
Cc1cccc(C)c1NC(=O)Cn1c(=O)n(CCCS(=O)(=O)C2CCCCC2)c(=O)c2ccccc21	-2%	-6%	.	-4	-14%	-3	-1.2	-8%	-0.3
Cc1ccc(C)c(OCc2nnc(SCC(=O)NC(=O)NCc3ccco3)o2)c1	4%	-7%	-17	-3	35%[activator][57.1 µM]	3	-0.5	11%[57.1 µM]	-0.9
CC(C)(C)c1ccc(OCCCCCCN2CCNCC2)cc1	0%	-6%	.	.	7%[57.1 µM]	-3	.	-1%[57.1 µM]	.
O=C(c1cc(-c2cccs2)nc2ccccc12)N1CCN(S(=O)(=O)c2ccccc2)CC1	3%	-3%	-17	1	77%[activator]	-11	0.8	108%[activator]	0.5
O=C(/C=C/c1cccc([N+](=O)[O-])c1)OCC1CCCO1 (stereo unspecified)	2%	-12%	2	-6	9%	2	0.2	5%	0.9
Cc1cc(C)cc(Oc2ccccc2CO)c1	.	.	2	-2	.	.	-0.9	.	-1.0
CCOc1ccc(NC(=O)CC2C(=O)N(c3ccccc3)C(=O)N2C2CCCCC2)cc1 (stereo unspecified)	-2%	-15%	.	1	0%	5	-0.4	-10%	0.3
O=C(COC(=O)c1cn(-c2ccccc2)nc1-c1ccccc1)c1ccc([N+](=O)[O-])cc1	.	.	-11	-6	.	.	-0.3	.	0.3
CCNc1nnc(SCC(=O)NC2CCCCCC2)s1	10%	-7%	-6	10	25%	-7	-0.1	11%	-0.1
COc1ccc(-c2noc(-c3ccc(NCc4ccco4)c([N+](=O)[O-])c3)n2)cc1OC	6%	-25%	.	-3	20%	-3	1.3	6%	6.1
O=C(NNC(=O)c1cccc2ccccc12)c1ccc(Cl)cc1Cl	-3%	-6%	.	.	14%[57.1 µM]	-2	.	-7%[2.29 µM]	.
COc1ccc(CCNC(=O)C2CCCN(c3nn4c(=O)cc(C)nc4s3)C2)cc1OC (stereo unspecified)	7%	-3%	-17	4	-7%	1	-0.5	-8%	0.1
CCn1cc(C(=O)NCCCN2CCCCCC2)c(=O)c2cc(S(=O)(=O)N3CCc4ccccc4C3)ccc21	0%	-31%	-5	-8	10%	2	0.1	7%	-1.3
CCOC(=O)c1cnc(SCC(=O)Nc2nc(C)c(C)s2)nc1N	0%	-11%	3	3	-17%	-4	-0.7	-7%	-1.9
COc1ccc2c(c1)-c1c(ssc1=S)C(C)(C)N2	8%	-16%	6	5	-15%	-2	-0.8	8%[57.1 µM]	1.1
CCOC(=O)/C=C1\SCC(=O)N1CC(=O)NCCc1ccc(F)cc1	-1%	-22%	5	8	13%[57.1 µM]	-6	0.2	3%[57.1 µM]	0.5
CN(C)c1ccc(CSc2ccccc2)cc1	4%	-18%	.	.	-7%	-1	.	1%	.
Cc1ccc(Cl)c2c1NC(=O)C2(O)CC(=O)c1ccccc1O (stereo unspecified)	3%	-9%	-5	2	4%[57.1 µM]	12	0.8	1%	1.2
COCCSc1nnc(NC(=O)c2ccc(NC(C)=O)cc2)s1	2%	-21%	6	4	-1%	-1	-0.7	-4%	-0.5
COc1ccccc1C(=O)NC(=O)COc1cc(Cl)ccc1Cl	-4%	2%	-18	3	22%	2	1.0	-9%[57.1 µM]	0.1
Fc1c(F)c(F)c(N/N=C/c2c[nH]c3ccccc23)c(F)c1F	3%	-14%	-7	0	3%	1	0.4	-2%	0.2
O=C(NCc1cc([N+](=O)[O-])ccc1O)c1cccnc1Sc1ccccc1	-2%	-21%	9	-4	10%	0	1.7	-7%	0.6
COc1nc(OC)nc(N2CCCCCC2)n1	1%	16%	33*	4	2%	-4	-0.6	8%	-1.1
CCOc1cccc(/C=C/c2ccc3cccc(O)c3n2)c1O	11%	?	2	-1	-4%	-2	0.1	-5%	-1.0
O=[N+]([O-])c1ccc(-n2nnnc2CN2CCOCC2)cc1	-5%	-9%	6	5	30%[57.1 µM]	-4	-0.1	17%[57.1 µM]	-0.1
Cc1cc(=O)[nH]c(Nc2c(C)n(C)n(-c3ccccc3)c2=O)n1	2%	-2%	23	-6	19%[57.1 µM]	11	0.6	6%[57.1 µM]	0.7
CNC(=O)c1ccsc1NC(=O)CCS(=O)(=O)c1ccc(Cl)cc1	3%	-16%	18	-3	-7%	5	-0.1	0%	0.0
CSc1ccc(CCNC(=O)CSc2ccsc2[N+](=O)[O-])cc1	-3%	-6%	.	.	?	-12	.	5%	.
COc1cc(/C=N/NS(=O)(=O)c2ccc(C)c([N+](=O)[O-])c2)ccc1O	-2%	?	16	-2	-1%[57.1 µM]	8	-0.6	-2%[57.1 µM]	2.2
C#CCOCCOCCOCCNc1nc(N2CCN(C(=O)C(Cc3ccc(O)cc3)n3cc(C(N)CC(C)C)nn3)CC2)nc(N2CCN(C(=O)C(Cc3cc4ccccc4[nH]3)n3cc(C(N)C(C)CC)nn3)CC2)n1 (stereo unspecified)	.	.	-11	4	.	.	-0.1	.	-0.1
CCOC(=O)N1CCN(C(=O)CSCC(=O)Nc2nc(-c3ccc(-c4ccccc4)cc3)cs2)CC1	0%	-17%	-4	-1	12%[57.1 µM]	-1	-0.5	2%[57.1 µM]	-1.2
CC(C)c1ccc(NC(=O)CSc2ncc3c(n2)-c2ccccc2N(C)S3(=O)=O)cc1	5%	-4%	.	0	7%[57.1 µM]	-6	0.1	11%[57.1 µM]	0.5
Cc1nn(-c2ccccc2)c(CC(C)(C)C(=O)O)c1C(=O)O	6%	-15%	0	-4	9%[57.1 µM]	-3	-0.1	8%[57.1 µM]	1.2
CC(OC(=O)c1cc(=O)[nH]c2ccccc12)C(=O)N1C(C)CCCC1C (stereo unspecified)	3%	-18%	-18	-3	8%	1	-0.7	17%	12
COc1ccc(S(=O)(=O)N(CC(=O)NCc2ccncc2)c2ccc(C)cc2)cc1Br	-3%	-20%	33*	-12	5%	-6	0.8	0%	0.5
O=C(/C=C/c1ccccc1Cl)NC1CCS(=O)(=O)C1 (stereo unspecified)	-4%	-2%	10	1	13%[57.1 µM]	-7	0.5	5%[57.1 µM]	1.3
CCC(=O)Nc1ccc(NCc2cccs2)cc1	0%	-4%	-5	-4	32%[57.1 µM]	-6	0.2	4%[57.1 µM]	0.7
COC(=O)Nc1ccc(S(=O)(=O)N(C)CC(F)(F)C(F)F)cc1	1%	-25%	-18	7	0%[57.1 µM]	2	0.1	5%[57.1 µM]	-0.2

Only D2 ag, for 2 of the compounds above:
SMILES | D2 ag
COc1cc(/C=N/NS(=O)(=O)c2ccc(C)c([N+](=O)[O-])c2)ccc1O | 2.2
CCC(=O)Nc1ccc(NCc2cccs2)cc1 | 0.7
